p53 reactivator: re-activators of mutant p53; 320,000 compounds, 0.063% hits; Potency, µM (series often up to 92.2 µM), inactives show at the highest dose activity change, positive = activation, usual class: activators; AID 504706; H1299 p53-A138V BP100-luciferase reporter, luminescence, 24 h; further: potency means the concentration at half of the fitted maximal effect; % of control where 0% means no effect; nearly all actives have a fitted effect of over 45% in size
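p53-null H1299 cells stably carrying temperature-sensitive p53-A138V and a BP100-luciferase reporter were pinned with compounds (4-point, 1:5 series) and held 24 hrs at 37 deg C. Luminescence was read 10 min after detection reagent.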
Eya2 inh: blocks the phosphatase activity of human Eya2 | recombinant Eya2, OMFP fluorescence dephosphorylation (OMFP is methylfluorescein phosphate) | O00167 | 330,000 compounds, 0.006% hits | AID 488837 | Potency, µM (highest dose often 76.9 µM), for inactives: at the highest dose activity, negative = inhibition, hits mostly inhibitors; further: potency means the concentration at half of the fitted maximal effect; on the % scale 0 is the no-effect control and ±100 the full control effect
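Eya2 protein (added as 0.2 uM solution) was preincubated with compound for 10 min at ambient temperature in 50 mM HEPES pH 7.5, 50 mM NaCl, 5 uM MgCl2, 0.05% BSA, 1 mM DTT. OMFP (added at 50 uM) then reacted 10 min; fluorescence read at 485/525 nm.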
TRPV1 ag: agonists of human vanilloid receptor 1 (TRPV1) | 320,000 compounds, 0.19% hits | activation, % at 8.33 µM | Q8NER1 | TRPV1-expressing cells, Fluo-8 calcium influx, agonist mode; in the data active means activation above about 80%; inconclusive means between about 30% and that limit; further: 0% is about no effect
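Fluo-8 calcium influx in TRPV1-expressing cells, kinetic read (ex 480/em 520 nm). Compound added and read 3 min for agonist activity, followed by capsaicin at EC20 final and 2 min further read for enhancement.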
B2AR arrestin: agonists driving beta-arrestin recruitment to human beta2-adrenergic receptor | 330,000 compounds, 0.02% hits | P07550 | AID 492947 | beta-arrestin recruitment to beta2AR, cell-based reporter | Potency, µM (top dose mostly 46.1 µM), without a hit: top-dose activation, hits mostly activators;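 further: potency means the concentration at half of the fitted maximal effect; 0% = DMSO controls and full agonism = EC100 isoproterenol or metaproterenol; nearly all actives have a fitted effect of over 65% in size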
Target sequence (P07550 whole entry, looked up): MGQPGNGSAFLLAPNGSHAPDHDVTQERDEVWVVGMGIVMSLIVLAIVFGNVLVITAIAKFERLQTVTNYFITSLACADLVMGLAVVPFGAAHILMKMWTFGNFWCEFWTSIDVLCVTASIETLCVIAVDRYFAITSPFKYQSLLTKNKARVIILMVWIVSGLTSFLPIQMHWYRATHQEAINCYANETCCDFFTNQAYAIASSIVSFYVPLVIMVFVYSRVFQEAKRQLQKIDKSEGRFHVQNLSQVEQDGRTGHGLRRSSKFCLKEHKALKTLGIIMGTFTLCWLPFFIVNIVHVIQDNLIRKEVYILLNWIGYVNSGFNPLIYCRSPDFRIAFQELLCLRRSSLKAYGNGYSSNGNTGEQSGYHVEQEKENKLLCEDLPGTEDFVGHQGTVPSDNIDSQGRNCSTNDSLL
ASM inhibitor: inhibitors of human secretory acid sphingomyelinase. AID 504937. P17405. Potency, µM (top dose mostly 57.5 µM), for the others: top-dose activity change, negative = inhibition, hits mostly inhibitors. 340,000 compounds, 0.006% hits. placental ASM, HMU-PC fluorogenic substrate, 60 min; further: potency means the concentration at half of the fitted maximal effect
Target sequence (P17405 47-631 limits assumed): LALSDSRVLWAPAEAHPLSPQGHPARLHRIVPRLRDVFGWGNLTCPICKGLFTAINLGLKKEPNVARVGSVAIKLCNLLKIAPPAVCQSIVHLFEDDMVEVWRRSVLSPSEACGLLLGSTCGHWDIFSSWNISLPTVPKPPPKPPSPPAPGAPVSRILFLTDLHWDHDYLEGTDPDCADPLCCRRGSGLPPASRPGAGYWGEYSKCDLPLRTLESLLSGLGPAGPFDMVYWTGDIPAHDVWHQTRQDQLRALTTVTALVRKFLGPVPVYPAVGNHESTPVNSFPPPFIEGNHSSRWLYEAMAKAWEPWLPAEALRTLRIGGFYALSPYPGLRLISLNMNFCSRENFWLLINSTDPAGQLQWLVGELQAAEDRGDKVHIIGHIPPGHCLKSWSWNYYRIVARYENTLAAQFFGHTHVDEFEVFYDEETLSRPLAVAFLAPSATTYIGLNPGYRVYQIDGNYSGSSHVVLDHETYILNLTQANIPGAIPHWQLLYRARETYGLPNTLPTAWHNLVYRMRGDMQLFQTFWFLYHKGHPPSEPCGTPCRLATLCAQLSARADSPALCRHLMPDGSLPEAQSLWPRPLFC
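Steps: dispense placental human ASM, pin compound, wait 10 min at room temperature, add HMU-PC0 substrate at 9 uM final, incubate 60 min at 37 °C, add stop solution raising pH to 10, read fluorescence.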
PTAP TSG101 blk: blocks PTAP/TSG101 interaction to inhibit HIV-1 budding; Q99816; Fluorescence polarization, FITC-PTAP peptide / Tsg101 binding; Potency, µM (highest dose often 115 µM), without a hit: at the highest dose activity change, negative = inhibition, actives largely listed as inhibitors; 340,000 tested, under 10 active; active means well fitted inhibition curve with a large enough effect in the main read-out, with a control signal flat, not every such curve was filed as active; inconclusive means small, poorly fitted or top-dose-only effect, or effect the other way, or a change in a side signal; inactive means no such curve, though single readings can be large or run the other way; further: potency means the concentration at half of the fitted maximal effect; % of control where 0% means no effect
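Tsg101 binding domain (10 uM final) was mixed with compound and a FITC-labeled PTAP peptide (50 nM final) in HEPES pH 7.5 buffer with NaCl, Tween 20, EDTA and TCEP; fluorescence polarization was read after 20 min at r.t.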
a7 integrin act: activates integrin-mediated alleviation for muscular dystrophy; AID 624291; Potency, µM (doses to about 38.3 µM), without a hit: top-dose activation, hits mostly activators; 350,000 compounds, 0.064% hits; alpha7betagal myoblasts, beta-gal FDG fluorescence, 48 h;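 further: potency means the concentration at half of the fitted maximal effect; 100% = response of the positive control SU9516; nearly all actives have a fitted effect of over 60% in size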
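Alpha7betagal+/- myoblasts (passage 13) were plated 16-24 hr, then exposed to compounds (1:260 dilution of DMSO stock) for 48 hours at 37C. After MPER lysis, β-galactosidase reporter activity was read as FDG fluorescence (ex 480/em 540) after 30 minutes.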
BRCA1 expr act: activators of BRCA1 expression | MCF7-BRCA1-FFLuc reporter, luminescence, 48 h; response scale: scaled: vehicle 0%, 10 µM genistein 100% | Potency, µM (series often up to 46.1 µM), for the others: at the top dose activation, most hits filed as activators | 380,000 compounds, 1.1% hits; further: potency means the concentration at half of the fitted maximal effect; nearly all actives have a fitted effect of over 80% in size; some results filed as inactive show a strong effect at the top dose
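Quantitative HTS in MCF7 cells stably reporting BRCA1 expression via firefly luciferase. Compound treatment lasts 48 h at 37 °C in phenol-red free MEM. Activation is expressed relative to genistein at 10 microM and DMSO.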
uPA surface inh: inhibitors of cell surface uPA generation | cell surface uPA generation assay, qHTS | Potency, µM (highest dose often 38.3 µM), without a hit: top-dose activity change, negative = inhibition, most hits filed as inhibitors | 330,000 compounds, 0.31% hits; active means well fitted inhibition curve with a large enough effect; inconclusive means small, poorly fitted or top-dose-only effect; inactive means no such curve, though single readings can be large or run the other way; tested in mouse RAW 264.7 cells; further: potency means the concentration at half of the fitted maximal effect; on the % scale 0 is the no-effect control and ±100 the full control effect; nearly all actives have a fitted effect of over 55% in size
USP2a inh: blocks human ubiquitin-specific protease USP2a | O75604 | USP2 core, Ub-CHOP2 coupled fluorogenic reporter, 485/531 | Potency, µM (titrated, usually from 38.3 µM), without a hit: at the top dose activity change, negative = inhibition, actives largely listed as inhibitors | 330,000 compounds, 0.01% hits;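 further: potency means the concentration at half of the fitted maximal effect; plate controls were DMSO wells for no effect and full inhibition by NEM control for full effect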
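Cell-free coupled assay: 10nM USP2 core preincubated 30min RT with compound in Tris-HCl pH 8.0/CaCl2/CHAPS buffer, then 25nM Ub-CHOP2 and 25nM reporter substrate; fluorescence (Ex 485/Em 531) read after 60min RT, normalized to NEM inhibition, concentration-response curves fitted.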
ELG1 genotox: genotoxicity induction in ELG1-luciferase HEK293T cells; 330,000 compounds, 1.3% hits; HEK293T ELG1-luciferase reporter, luminescence, 16 h; Potency, µM (doses to about 46 µM), for inactives: at the highest dose activity change, positive = activation, most hits filed as activators; AID 504466; further: potency means the concentration at half of the fitted maximal effect; % of control where 0% means no effect; nearly all actives have a fitted effect of over 60% in size
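Step 1: seed 2,000 HEK293T ELG1-luciferase cells per well. Step 2: add compound or DMSO, incubate 16 hr at 37 °C. Step 3: ONE-Glo, 30 min at room temperature, read luminescence.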
* hit, by the source's call; ? = inconclusive; . = not tested or not shown; [ ] = remark or other dose. Unless noted, the call rests on the fitted dose curve; in most records, active means well fitted curve in the direction sought with a large enough effect; inconclusive means small, poorly fitted or top-dose-only effect, or another doubt; inactive means no such curve, though single readings can be large; an effect the other way counts as inactive or inconclusive. Not a hit list; 2.6% or so of the library scored in one or more.

SMILES	p53 reactivator	Eya2 inh	TRPV1 ag	B2AR arrestin	ASM inhibitor	PTAP TSG101 blk	a7 integrin act	BRCA1 expr act	uPA surface inh	USP2a inh	ELG1 genotox
Cn1c(=O)c2c(n(Cc3ccccc3)c1=O)NC(=O)C2CC(=O)NCc1cccc(Cl)c1 (stereo not given)	-6%	-8%	15	0.3%	4%	-5%	17%	9%	0%	8%	-5%
Cc1cc(C)c(-c2cc(C(=O)Nc3c(C)n(C)n(-c4ccccc4)c3=O)[nH]n2)c(O)c1	10%	0%	-2	0.1%	-2%	-3%	-28%	1%	6%	0%	-4%
COc1ccc2o/c(=N/NC(=S)Nc3ccccc3)c(C(N)=O)cc2c1	-16%	-15%	-4	-0.5%	.	.	.	.	.	0%	0%
CCCCNC(=O)CCSc1nc2nc(C)cc(C)n2n1	10%	6%	4	-0.2%	3%	-11%	-5%	2%	.	1%	1%
C/C(=N/NC(=O)c1ccc(C)s1)c1cccc(NC(=O)COc2ccc(Cl)cc2Cl)c1	6%	-15%	0	-0.3%	-9%	-1%	1%	-45%	-6%	1%	17%
CN(C)S(=O)(=O)c1ccc(Cl)c(C(=O)NCC2CCCCC2)c1	-3%	-9%	29	0.1%	1%	-3%	-21%	-3%	2%	1%	-6%
CCc1ccccc1N/C(=N\S(=O)(=O)c1ccccc1)C(F)(F)F	6%	3%	-3	-0.2%	0%	0%	-6%	-14%	-2%	2%	3%
Nc1nc(N(Cc2ccccc2)Cc2ccccc2)nc(C(F)(F)F)n1	5%	-13%	15	-0.1%	-6%	-1%	3%	-15%	-6%	-5%	1%
CCOc1ccc(NC(=O)NCCN2CCN(c3ccccc3F)CC2)cc1	1%	2%	9	0.3%	0%	1%	-4%	-1%	-7%	9%	-7%
CC(NC(=O)C(=O)NN=C1CCCC1)c1ccccc1 (stereo not given)	6%	-2%	1	-0.8%	-1%	0%	37%	-20%	1%	0%	3%
O=C(Nc1ccccc1)C1CCN(C(=O)c2ccc(Br)cc2)CC1	-2%	-12%	15	0.4%	-3%	-5%	0%	-1%	7%	1%	0%
CCn1ccnc1CN(C)Cc1cn(-c2cc(C)ccc2C)nc1-c1ccccc1	2%	-12%	?	-1.0%	0%	-4%	-26%	-63%	1%	-17%	-5%
Cc1ccc(S(=O)(=O)NCC(=O)OCC(=O)N(CCC#N)c2ccccc2)cc1	5%	2%	.	-0.8%	-2%	-4%	28%	-17%	5%	2%	3%
CCOc1ccc2ncc(S(=O)(=O)c3ccccc3)c(N3CCN(c4ccccc4)CC3)c2c1	.	.	.	.	0%	-3%	-13%	31%	5%	.	.
CC1(C)NC(=O)N(CC(=O)OCC(=O)c2ccc(Cl)s2)C1=O	23%	-22%	.	-0.3%	1%	3%	-16%	6%	7%	-1%	-1%
CCCC(=O)N1CCN(c2ccc(NC(=O)C(C)(C)C)cc2)CC1	4%	11%	2	-0.2%	-1%	-1%	-22%	-8%	3%	0%	1%
O=C(CSc1cccc[n+]1[O-])c1ccc(Cl)s1	0%	9%	5	?	1%	-4%	6%	43%	1%	2%	6%
Cc1cc(C)nc(SCC(=O)N2CCCCC2)n1	-3%	-2%[15.4 µM]	-1	-0.2%	4%	-3%	14%	-38%	3%	-3%	-7%
Cn1nnnc1SCC(=O)NCc1ccc2c(c1)OCO2	-2%	7%	-6	0.4%	2%	0%	21%	37%	5%	0%	1%
CC(=O)c1cc(CN2CCN(C(C)C)C(CCO)C2)cs1 (stereo not given)	5%	11%	-2	-0.5%	8%	-1%	0%	-3%	-1%	1%	2%
CC1Sc2ccc(C(=O)NCc3cccc(C(F)(F)F)c3)cc2NC1=O (stereo not given)	-13%	-4%	?	-3.0%	-3%	-3%	-2%	-67%[inhibitor]	-19%	0%	0%
COc1cccc(N2[C@@H](CC(C)=O)c3ccc(/C=C/C(C)=O)cc3S2(=O)=O)c1	.	.	.	.	2%	-16%	-42%	-8%	3.2µM*	.	.
COC(=O)c1scc2c(Oc3ccccc3)cc(C(F)(F)F)nc12	-1%	-4%	-4	-0.3%	80%[activator]	-7%	0%	1%	-1%	-2%	-2%
N#C/C(=C\c1cccc(Cl)c1)c1n[nH]c(Cn2cncn2)n1	.	.	2	.	5%	-1%	-2%	-19%	4%	.	.
COc1c(F)c(F)c(C(=O)Nc2c(C)cc(Br)cc2C)c(F)c1F	-1%	4%	?	-0.1%	0%	0%	14%	-9%	-5%	6%	11%
COCCNC(=O)Cn1nc(-c2ccccc2C)ccc1=O	.	3%	-1	-0.3%	4%	-7%	9%	11%	-7%	1%	-1%
CN1/C(=N\O)c2cccc3cccc1c23	-3%	1%	0	0.2%	420%[activator]	-7%	11%	7%	-3%	0%	-24%
OCC1(Cc2ccccc2)CCCN(Cc2c[nH]c3ccccc23)C1 (stereo not given)	-4%	-1%	0	0.2%	-3%	-2%	-29%	-11%	1%	1%	-4%
COc1ccc(C2N(c3cc(Cl)ccc3OC)C(=O)C3CCCN32)c(OC)c1 (stereo not given)	2%	-5%	2	-0.3%	2%	-1%	-12%	0%	-6%	-1%	-4%
O=S(=O)(Cc1cc(-c2ccc(Cl)cc2)no1)c1ccccc1	?	-31%	-2	-0.1%	0%	0%	-15%	?	4%	1%	9.2µM*
O=C(CC1C(=O)NCCN1C(=S)Nc1ccccc1)Nc1ccc2c(c1)OCCO2 (stereo not given)	-3%	2%	-2	0.0%	0%	-8%	-15%[7.66 µM]	-24%	.	5%	1%
O=C(c1ccc(F)cc1)C1CCN(C(=O)Nc2ccc(F)cc2F)CC1	1%	5%	23	0.1%	-1%	-2%	-29%	-13%	4%	0%	-6%
Cc1ccc(NC(=O)NCC2CCN(Cc3cccc(Cl)c3)CC2)c(Cl)c1	-1%	-9%	15	0.4%	1%	-4%	-63%[inhibitor]	0%	-6%	0%	-11%
COc1ccc(CNC(=S)Nc2cc(C)ccc2C)cc1	2%	13%	20	-0.4%	-1%	-6%	10%	-28%	-2%	-2%	0%
O=C(CSc1nnnn1C1CCCC1)Nc1ccccc1F	0%	-25%	7	0.4%	1%	-1%	14%	13%	-15%	0%	1%
O=C(COC(=O)c1ccc(Br)o1)Nc1ccc2[nH]c(=O)[nH]c2c1	-4%	2%	2	-0.9%	4%	-1%	-8%	-11%	1%	1%	2%
CCc1cccc(NC(=O)CCc2nc3sc4c(c3c(=O)[nH]2)CCCC4)c1	0%	-43%	-3	-0.4%	-5%	0%	14%	-29%	4%	3%	1%
CCC1CCCCN1CCCNC(=O)c1ccc2nc(N3CCCCC3)sc2c1 (stereo not given)	?	6%	1	-0.8%	0%	-4%	-11%	26%	?	4%	?
COc1ccc(S(=O)(=O)NC(CC(=O)O)c2ccco2)cc1 (stereo not given)	-2%	10%	2	-0.7%	3%	-1%	16%	-2%	1%	2%	1%
COc1ccc(OCC(=O)Nc2ccccc2C(=O)NC(C)C)cc1	-1%	2%	3	0.2%	6%	-1%	-10%	6%	2%	2%	-7%
CCOc1ccc(N2C(=O)Nc3ccccc3C2(O)C(=O)NCc2ccc(F)cc2)cc1 (stereo not given)	1%	-3%	-2	-0.1%	4%	-2%	8%	-12%	3%	-1%	-6%
O=C(COC(=O)c1ncc(Cl)c(Cl)c1Cl)NCc1cccs1	6%	6%	2	-0.4%	-1%	1%	-19%	27%	0%	-1%	-10%
CCCc1ccc2oc(C(=O)N3CCC[C@H]3CO)c(C)c2c1	.	3%	?	4.6%	-3%	1%	-3%	?	2%	4%	?
CC(C)(C)c1nnc2sc(SCC(=O)c3ccc(Cl)cc3)nn2c1=O	-49%[inhibitor]	33%	-1	0.1%	-15%	-6%	0%	-4%	-26%	?	?
Cc1ccc2cccc(OCCCOc3ccccc3CO)c2n1	.	3%	0	-0.1%	-9%	0%	18%	21%	6%	0%	-8%
Cc1cnc(C(=O)OCC(=O)NC(=O)c2ccccc2)cn1	1%	31%	-2	-0.3%	-2%	0%	2%	-14%	-2%	3%	4%
COC(=O)/C=C1\SC(=Nc2ccccc2)NC1=O	-8%	5%	1	-0.8%	-2%	0%	-41%	-19%	-6%	0%	3%
CC12CCC(=O)N1C(C(=O)NNC(=O)c1cccc(Cl)c1)CS2 (stereo not given)	3%	5%	-1	-0.1%	-2%	-1%	-10%	6%	3%	1%	-1%
CC(C)OP(=O)(c1ccc(N(C)C)cc1)C(O)c1cccnc1 (stereo not given)	-4%	7%	-8	-0.4%	8%	-1%	-25%	2%	16%	0%	1%

Source: PubChem (National Center for Advancing Translational Sciences (NCATS))
